GLP1R inv ag: qHTS of GLP-1 Receptor Inverse Agonists (Inhibition Mode) | HEK293 GLP-1R CRE-luciferase, luminescence, 24 h; GLP-1R form is constitutively active | Potency, µM (series often up to 38.3 µM), for inactives: at the highest dose activity change, negative = inhibition, actives largely listed as inhibitors | actives 1.6% (n = 410,000); note: potency is the fitted concentration of half-maximal effect; % is set by controls: 0 for no effect and ±100 for the full control effect; nearly all actives have a fitted effect of over 55% in size
Target sequence (P43220 whole entry, looked up): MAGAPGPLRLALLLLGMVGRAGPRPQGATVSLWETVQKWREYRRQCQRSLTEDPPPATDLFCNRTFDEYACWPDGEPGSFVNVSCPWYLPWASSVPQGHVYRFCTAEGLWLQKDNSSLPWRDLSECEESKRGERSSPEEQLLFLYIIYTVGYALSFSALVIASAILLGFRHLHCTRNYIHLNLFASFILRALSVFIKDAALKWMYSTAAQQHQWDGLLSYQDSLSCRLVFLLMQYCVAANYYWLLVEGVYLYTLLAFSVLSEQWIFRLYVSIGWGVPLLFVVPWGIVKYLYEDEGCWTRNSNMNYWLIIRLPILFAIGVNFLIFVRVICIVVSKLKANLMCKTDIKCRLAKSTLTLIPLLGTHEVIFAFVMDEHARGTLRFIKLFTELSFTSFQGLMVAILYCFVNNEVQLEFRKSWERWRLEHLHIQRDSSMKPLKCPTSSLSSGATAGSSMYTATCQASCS
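Constitutively active GLP-1R drives a cAMP-responsive luciferase in stably transfected HEK293 cells; test compounds are added after overnight (12 h) attachment and left 24 hr, and signal loss in luminescence marks inhibition.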
KB-V1 cytotox: qHTS assay for MDR1-selective chemotherapeutics: Primary screen using the drug-selected MDR subline cells KB-V1; AID 1347076, 2019; actives 3.4% (n = 400,000); Potency, µM (top dose mostly 46.1 µM), for inactives: at the top dose activity change, negative = cytotoxicity, actives largely listed as cytotoxic; KB-V1 MDR cells viability, CellTiter-Glo, 72 h; note: potency is the fitted concentration of half-maximal effect; % is set by controls: 0 for no effect and ±100 for the full control effect; nearly all actives have a fitted effect of over 60% in size
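Cytotoxicity via CellTiter-Glo luminescence after 72 h compound exposure at 37 degrees C. Cells: drug-selected KB-V1 line, DMEM phenol-red free plus 10% FBS. Compounds tested at multiple concentrations; normalized data fitted to concentration-effect curves.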
aSyn rescue: qHTS of alpha-syn Inhibitors. Potency, µM (doses to about 46.1 µM), without a hit: top-dose growth rescue (activation), most hits filed as activators. actives 0.14% (n = 370,000). AID 652106, 2013. Yeast expressing alpha-synuclein, growth rescue, BacTiter-Glo, 24 h; note: potency is the fitted concentration of half-maximal effect; % of control where 0% means no effect; nearly all actives have a fitted effect of over 65% in size
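Galactose-induced alpha-syn yeast (OD600=0.02, raffinose-pregrown) + pinned cpd, 24 hr, 30 deg C; growth by BacTiter-Glo luminescence. Growth restoration scores as activation.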
GLP1R ag: qHTS of GLP-1 Receptor Agonists; actives 0.007% (n = 380,000); HEK293 GLP-1R CRE-luciferase, luminescence, 4-6 h; cells express a hypersensitive GLP-1R form; Potency, µM (titrated, usually from 45.6 µM), for the others: at the highest dose activation, actives largely listed as activators; Glucagon-like peptide 1 receptor (Homo sapiens), P43220; note: potency is the fitted concentration of half-maximal effect; % of control where 0% means no effect
D3 ag: qHTS of D3 Dopamine Receptor Agonist: qHTS; max activation, %; actives 0.58% (n = 410,000); D(3) dopamine receptor (Homo sapiens), P35462; AID 652048, 2013; D3R DiscoveRx beta-arrestin cells, luminescence, 90 min; in the data active = max activation above about 30%; note: 0% is about no effect; mostly tested at two doses, the higher about 12 µM
Target sequence (P35462 whole entry, looked up): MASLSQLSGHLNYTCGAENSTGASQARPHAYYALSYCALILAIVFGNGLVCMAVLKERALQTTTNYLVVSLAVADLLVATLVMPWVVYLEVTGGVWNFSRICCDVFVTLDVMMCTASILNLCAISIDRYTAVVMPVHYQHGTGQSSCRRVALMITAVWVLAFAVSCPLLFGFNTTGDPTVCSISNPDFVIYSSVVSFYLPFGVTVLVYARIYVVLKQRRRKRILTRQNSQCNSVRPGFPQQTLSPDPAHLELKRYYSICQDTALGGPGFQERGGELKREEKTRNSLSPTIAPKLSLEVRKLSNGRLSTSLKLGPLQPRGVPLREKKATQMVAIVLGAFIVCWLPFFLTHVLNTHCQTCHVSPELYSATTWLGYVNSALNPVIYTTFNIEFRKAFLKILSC
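Cells at 1500/well, incubated overnight, then treated with pinned compounds (dopamine as control) for 90 min at 37 degrees C. DiscoveRx reagent added for 30 - 60 minutes at room temperature; luminescence read.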
PTHR1 ag: qHTS for PTHR1 Agonists: Primary Screen. Parathyroid hormone/parathyroid hormone-related peptide receptor (Homo sapiens), Q03431. HEK293 GP2 PTHR1 cells, GloSensor cAMP luminescence, 1 h. Potency, µM (series often up to 115 µM), without a hit: at the highest dose activation, usual class: activators. actives 0.075% (n = 410,000); note: potency is the fitted concentration of half-maximal effect; nearly all actives have a fitted effect of over 55% in size; some results filed as inactive show a strong effect at the top dose; inactives centre near -15; many of its hits are not listed in these tables
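HEK-293-derived GP2 cells expressing PTHR1 and a GloSensor cAMP reporter, 3,000/well, plated overnight, given luciferin plus IBMX (each 0.5 mM as added) for 1 h at 37 °C, then compound for 1 h at 37 °C. Luminescence was read after 15 min at room temperature.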
D3 antag: qHTS of D3 Dopamine Receptor Antagonist: qHTS; actives 2.5% (n = 360,000); max response, negative = inhibition, %; D(3) dopamine receptor (Homo sapiens), P35462; D3R cells, DiscoveRx beta-arrestin luminescence, antagonist mode; stronger effect = lower value; AID 652054, 2013; in the data active = max response below about -50%; inconclusive = no clear call, values can overlap the other calls; note: % is set by controls: 0 for no effect and ±100 for the full control effect; mostly tested at two doses, the higher about 12 µM
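Cells plated overnight at 1500 cells/well, then exposed to library compounds with dopamine controls for 90 minutes at 37 degrees C. DiscoveRx reagent added for 30–60 minutes at room temperature; luminescence read, quantitative HTS format.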
TDP-43 yeast inh: qHTS of TDP-43 Inhibitors. actives 1.8% (n = 410,000). Potency, µM (series often up to 46.1 µM), for the others: at the top dose growth rescue (activation), most hits filed as activators. AID 652104, 2013. TDP-43 expressing yeast growth rescue, BacTiter-Glo, 24 h; note: potency is the fitted concentration of half-maximal effect; % of control where 0% means no effect; nearly all actives have a fitted effect of over 50% in size
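Readout is BacTiter-Glo luminescence of cell growth, so inhibitors register as activators. TDP-43-expressing yeast at OD600=0.02 in galactose medium, after raffinose pregrowth to mid-log, were incubated with compound for 24 hr at 30 deg C.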
HEK293 tox: qHTS of GLP-1 Receptor Inverse Agonists: Cytotox Screen | Potency, µM (series often up to 38.3 µM), for the others: at the top dose activity change, negative = inhibition, most hits filed as inhibitors | actives 0.13% (n = 410,000) | HEK293 cAMP-luciferase reporter cells, luminescence, 24 h;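 note: loss of luciferase light is scored as toxicity; potency is the fitted concentration of half-maximal effect; % is set by controls: 0 for no effect and ±100 for the full control effect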
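Here, cytotoxicity is scored as loss of luminescence. The MLSMR collection was tested on cells seeded in medium containing 10% Nu serum, with a 24 hr compound exposure preceded by 12 hours of culture.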
* = called active by the depositor; i = inactive; ? = inconclusive; . = not tested or not shown; [ ] = dose if it differs, or a comment. Unless noted, calls come from the whole dose curve; as a rule, active = well fitted curve in the direction sought with a large enough effect; inconclusive = small, poorly fitted or top-dose-only effect, or another doubt; inactive = no such curve, though single readings can be large; an effect the other way counts as inactive or inconclusive. An excerpt. The share of hits here may be higher or lower than overall.

Molecule	GLP1R inv ag	KB-V1 cytotox	aSyn rescue	GLP1R ag	D3 ag	PTHR1 ag	D3 antag	TDP-43 yeast inh	HEK293 tox
COc1cccc(CNc2ccc(S(=O)(=O)N3CCN(C)CC3)cn2)c1	-20.9%	21.0%	-3.0%	10.3%	-1.8	i	-2.3	15.7%	5.6%
Cc1ccc(S(=O)(=O)c2c(C)cc(C)[nH]c2=O)cc1	21.9%	0.0%	-1.2%	-0.1%	4.9	-2.9%	-11.1	2.1%	-6.7%
CCc1cccc(C)c1NC(=S)NCC(c1cccnc1)N(C)C (stereo not drawn)	1.7%	-16.5%	-7.7%	2.2%	-5.7	i	-11.1	-2.9%	13.7%
O=C(Nc1ccccc1)Nc1ccc2ccccc2n1	62.2%[activator]	36.9%	-3.3%	17.0%	0.2	-5.5%	-11.4	4.1%	-4.2%
O=C(Nc1cccc(C(F)(F)F)c1)/C(=C\c1ccco1)NC(=O)c1cccs1	6.2%	-28.7%	0.3%	0.6%	1.8	-0.5%	16.9	?	12.3%
Cc1ccc(C)c(S(=O)(=O)c2c[nH]c(=S)[nH]c2=O)c1	16.3%	20.1%	-6.7%	-4.4%	0.6	-10.7%	-12.3	8.7%	13.1%
O=C(Nc1cccc2ccccc12)OCc1ccccc1	?	9.7%	12.7%	18.1%	-8.6	-39.2%[inhibitor]	2.2	9.4%	18.6%
CC(=O)c1cccc(N(CC(=O)N2CCOCC2)S(C)(=O)=O)c1	1.6%	-3.3%	2.1%	4.0%	6.5	-0.5%[57.5 µM]	6.2	-20.3%	-7.1%
O=C(NCc1cccs1)C1CCN(S(=O)(=O)c2cccc3cccnc23)CC1	16.2%	8.9%	1.2%	23.5%	5.3	-0.7%	23.4	12.7%	8.9%
Cc1cccc(-c2cnc(C(O)c3ccc4ccccc4c3)[nH]2)c1 (stereo not drawn)	?	-2.5%	-4.5%	5.7%	-17.2	-0.4%	-81.3*	12.0%	3.2%
O=C1C2=C(Nc3ccccc3SC2c2ccc(Cl)c(Cl)c2)c2ccccc21 (stereo not drawn)	?	?	.	.	-13.3	-27.8%	.	4.7%	?
Cc1ccccc1OCC(=O)NCCCNC(=O)c1ccncc1	-9.8%	?	-4.3%	7.3%	-8.5	-6.6%	-15.9	-9.3%	4.0%
COc1ccc(C2NCCO2)cc1OC (stereo not drawn)	6.7%	6.8%	0.3%	2.5%	-0.7	-5.1%[57.5 µM]	-22.0	6.5%	8.9%
Cc1cc(-c2n[nH]c(=S)n2/N=C/c2cccc([N+](=O)[O-])c2)n[nH]1	29.8%	5.8%	4.4%	-1.2%	-1.6	i	-26.6	1.1%	-8.7%
COC(=O)C1=C(C)N(Cc2ccccc2)C(=S)N[C@H]1c1cccc(F)c1	?	-3.0%	?	7.7%	15.7	-12.6%	49.8	11.2µM*	?
CCCC(=O)Nc1ccc(C(=O)COC(=O)C2=COCCO2)cc1	-10.5%	?	0.7%	-0.5%	1.8	i	7.6	4.7%	0.6%
O=C1c2ccccc2C(c2nc3ccccc3[nH]2)N1c1ccccc1 (stereo not drawn)	19.2%	15.6%	1.6%	-0.5%	4.5	-8.9%	6.4	?	-0.4%
CC(C)(C)C(=O)Nc1cccc(-c2ncon2)c1	21.5%	2.7%	-3.8%	-7.0%	-14.4	2.0%	?	-5.5%	4.5%
CCC(=O)Nc1c2c(nn1-c1cccc(Cl)c1)CS(=O)(=O)C2	11.9%	?	-0.2%	15.1%	1.9	-21.9%	-6.1	13.7%	-4.5%
COc1ccccc1CNC(=O)CC1C(=O)NCCN1C1Cc2ccccc2C1 (stereo not drawn)	-8.5%	12.3%	9.1%	-4.5%	-0.9	i	11.6	-7.7%	-8.3%
CCNc1ccccc1CP(=O)(c1ccccc1)c1ccccc1O (stereo not drawn)	?	-23.1%	-10.1%	11.0%	-6.9	i	0.0	-16.6%	-7.4%
Cc1cc(NS(=O)(=O)c2ccc(NC(=O)Cc3ccccc3)cc2)nc(C)n1	14.0%	-4.1%	-9.3%	10.4%	7.2	-18.7%	3.0	-5.9%	-9.0%
Cc1ccc(-n2c(SCC(N)=O)nc(O)cc2=O)cc1	0.5%	-8.0%	5.0%	-6.3%	-2.1	i	8.9	7.0%	-14.9%
CC(C)CCNC1=NCCCCC1	2.9%	9.4%	6.8%	-0.2%	1.8	-3.1%[57.5 µM]	-1.6	-21.5%	1.2%
COc1ccc(C(O)c2nccn2Cc2ccccc2)cc1OC (stereo not drawn)	1.1%	?	-7.5%	-8.7%	12.8	i	8.2	-19.3%	2.0%
Cc1ccc(C(=O)NCCNC(=O)c2ccc(C)nc2)cc1	3.3%	7.7%	0.3%	6.3%	3.4	-5.6%	10.0	-15.3%	1.9%
O=c1c2ccccc2nc2c3ccccc3c(NCCO)nn12	39.7%[activator]	-11.6%	-1.2%	-2.4%	2.0	-7.8%	30.3	18.6%	5.7%
Cc1cccc(Nc2ncc(NC(=O)c3cccc(F)c3)c(Nc3cccc(C)c3)n2)c1	?	4.3%	.	.	-3.7	i	.	21.1%	-12.5%
CCCS(=O)(=O)NC(=O)C1(C)CCN(C(=O)c2ccccc2OC)C1 (stereo not drawn)	13.5%	1.4%	7.9%	-1.5%	3.2	i	16.1	14.3%	3.5%
Cc1ccc(S(=O)(=O)C2(C(=O)N3CCCCC3C)CC2)cc1 (stereo not drawn)	0.0%	11.5%	2.1%	27.7%	0.2	-19.9%	20.3	-20.1%	7.1%
CCCCCC(=C/c1ccccc1)/C=N/Nc1ccc(S(=O)(=O)N2CCOCC2)cc1[N+](=O)[O-]	3.1%	16.4%	-1.3%	13.0%	0.0	i	-1.6	-12.5%	-5.8%
COc1cc(C2NC(=O)NC(c3ccccc3)=C2C(C)=O)cc(Cl)c1OCC(=O)O (stereo not drawn)	14.6%[7.66 µM]	11.4%	4.7%	0.2%	-1.3	-24.1%	8.8	8.7%[9.22 µM]	-1.1%[7.66 µM]
COc1cccc(NC(=O)NCc2ccccn2)c1	12.8%	23.6%	-15.9%	-4.3%	-2.3	i	-3.6	8.0%	-12.3%
COC(=O)CCSCc1cn2cc(Cl)ccc2n1	5.4%	22.4%	2.7%	-11.1%	-0.1	-5.8%[57.5 µM]	12.0	4.1%	-4.0%
O=C(Cc1cccs1)Nc1ccccc1-c1nc2ccccc2[nH]1	?	?	-0.9%	19.1%	8.0	-13.3%	19.9	6.2%	-24.3%
Cc1ccc(CSCCNC(=O)/C=C/c2ccc(Cl)cc2)cc1	3.3%	12.8%	-0.8%	-13.4%	-3.7	i	7.0	-8.0%	4.6%

An excerpt from further up, for reference:
Molecule	GLP1R inv ag	KB-V1 cytotox	aSyn rescue	GLP1R ag	D3 ag	PTHR1 ag	D3 antag	TDP-43 yeast inh	HEK293 tox
COC(=O)CCSCc1cn2cc(Cl)ccc2n1	5.4%	22.4%	2.7%	-11.1%	-0.1	-5.8%[57.5 µM]	12.0	4.1%	-4.0%
O=C(Cc1cccs1)Nc1ccccc1-c1nc2ccccc2[nH]1	?	?	-0.9%	19.1%	8.0	-13.3%	19.9	6.2%	-24.3%
Cc1ccc(CSCCNC(=O)/C=C/c2ccc(Cl)cc2)cc1	3.3%	12.8%	-0.8%	-13.4%	-3.7	i	7.0	-8.0%	4.6%

The list goes on:
Molecule	GLP1R inv ag	KB-V1 cytotox	aSyn rescue	GLP1R ag	D3 ag	PTHR1 ag	D3 antag	TDP-43 yeast inh	HEK293 tox
Cc1ccc(S(=O)(=O)N2C(c3ccc(Cl)c(Cl)c3)CC=C(C(=O)O)C2c2ccc(Cl)cc2)cc1 (stereo not drawn)	?	-18.4%	-60.2%[inhibitor]	.	-13.8	i	?	13.1%	-23.7%
CCN(CC)c1ccc(NC(=O)CNCc2ccccc2Cl)c(C)c1	?	-4.5%	-6.3%	-2.3%	-18.3	-60.9%[inhibitor]	0.3	-16.4%	-2.5%
COc1cc(OC)cc(C(=O)NNC(=O)CN2C(=O)NC(C)(c3ccc(C)cc3)C2=O)c1 (stereo not drawn)	-15.4%	17.6%	0.9%	5.8%	-6.0	-1.1%	0.0	-23.8%	0.9%
Cc1ccc(S(=O)(=O)c2nc(-c3ccccc3)oc2SCC(=O)NCC2CCCO2)cc1 (stereo not drawn)	-4.9%	?	-3.6%	5.9%	2.0	-13.1%	3.1	-12.4%	-2.9%
CC1Nc2ncnc(N3CCN(c4ccccc4)CC3)c2N(Cc2ccc(Cl)cc2)C1=O (stereo not drawn)	10µM*	?	?	-0.3%	-81.1	-19.5%	-165.8*	?	-56.2%
CC(C)COC(=O)N1CCCC1C(=O)O (stereo not drawn)	0.0%	3.2%	-2.4%	-5.7%	11.1	i	46.6	-21.4%	2.3%
N#CC1=C(SCC(=O)c2ccccc2)NC2=C(C(=O)CCC2)C1c1ccco1 (stereo not drawn)	20.5%	?	-5.1%	3.9%	-13.4	-18.9%	?	7.0%	-5.2%
Cc1cccc(C)c1NC(=O)C/C(N)=N/O	-11.6%	-1.5%	-1.9%	-6.8%	-1.7	-19.2%[57.5 µM]	0.0	-7.7%	0.7%
O=C(COCc1ccccc1)N[C@@H](Cc1ccc(O)cc1)C(=O)O	0.4%	6.2%	-0.1%	-4.8%	10.1	i	30.0	15.9%	0.8%

Bioassay records as filed in PubChem.
